Bioassay records (PubChem BioAssay)
PAX8 inh HTS: lowers PAX8-driven luciferase in RMG-I cells; AID 652154; actives 1.2% (n = 360,000); RMG-I TPO-luciferase reporter, SteadyGlo, 24 h; inhibition, % at 12.6 µM;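 active = mean replicate inhibition at least 60% with every replicate also reaching 60%; inconclusive = only one of the two criteria is met; inactive = mean below 60% and not all replicates reaching 60%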;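 note: luciferase light reporting Pax8 driven TPO promoter activity; plate controls were median of neutral control wells for no effect and mitoxantrone controls for full effect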
ARNT TACC3 PPI: ARNT/TACC3 interaction disruption; AlphaScreen His-ARNT PAS-B/GST-TACC3 binding, luminescence; TACC3 fragment carries E629A point mutation; inhibition, % at 9.99 µM; actives 0.66% (n = 390,000); AID 623870;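 active = mean inhibition of replicates at least 50% and at least half of replicates each reaching 50%; inconclusive = half or more replicates reach 50% but mean below 50%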;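 note: 0% = complete ARNT plus TACC3 wells and 100% = ARNT alone without TACC3; many hits fall short of the cut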
Casp6 inh: blocks human caspase-6 cleavage activity; P55212; purified caspase-6, Z-VEID-R110 cleavage fluorescence; inhibition, % at 12.5 µM; actives 0.53% (n = 350,000); AID 686996;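 active = mean inhibition across replicates at least about 35%, with every replicate also reaching that limit, limit read from the data; inconclusive = only one of the two criteria met; inactive = neither criterion met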;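 note: 0% = median of neutral control wells and 100% = no fluorescence left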
Target sequence (P55212 24-179 limits assumed): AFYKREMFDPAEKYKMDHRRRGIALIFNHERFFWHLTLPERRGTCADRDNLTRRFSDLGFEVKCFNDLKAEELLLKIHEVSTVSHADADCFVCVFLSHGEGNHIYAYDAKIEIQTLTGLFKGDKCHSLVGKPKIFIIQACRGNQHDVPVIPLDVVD
Target sequence (P55212 194-293 limits assumed): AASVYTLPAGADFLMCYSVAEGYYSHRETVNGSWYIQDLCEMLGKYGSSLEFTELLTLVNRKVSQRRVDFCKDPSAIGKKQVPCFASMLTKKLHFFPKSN
SIRT5 block: sirtuin-5 (human) deacylase inhibition; Q9NXA8; Purified SirT5, succinyl-peptide AMC, trypsin-coupled fluorescence; inhibition, % at 15 µM; actives 1.1% (n = 330,000); AID 652115; in the data active = inhibition above about 15%; inconclusive = no clear call, values can overlap the other calls
Target sequence (Q9NXA8 whole entry, looked up): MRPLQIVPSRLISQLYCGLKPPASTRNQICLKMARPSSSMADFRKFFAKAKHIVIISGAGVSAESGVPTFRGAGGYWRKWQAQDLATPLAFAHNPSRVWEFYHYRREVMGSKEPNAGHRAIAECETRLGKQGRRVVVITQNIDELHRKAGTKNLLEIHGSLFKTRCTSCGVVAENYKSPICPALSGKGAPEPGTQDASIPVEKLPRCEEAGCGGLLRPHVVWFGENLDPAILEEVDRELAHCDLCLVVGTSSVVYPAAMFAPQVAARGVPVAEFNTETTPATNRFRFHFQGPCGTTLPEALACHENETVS
DENV2 CPE: DENV2-induced cell death inhibition | DENV2-infected cells, cytopathic effect rescue, plate reader | actives 1.7% (n = 350,000) | CPE inhibition, % at 9.99 µM; in the data active = CPE inhibition above about 20%, passing the limit was not always enough; inconclusive = no clear call, values can overlap the other calls; tested in BHK-21 cells;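 note: 0% = median of neutral control wells and 100% = median of positive control wells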
LGR2 antag: inhibitors of bursicon-induced Drosophila LGR2 receptor cAMP signaling. HEK293 LGR2, CRE-luciferase, bursicon-stimulated, 4 h. inhibition, % at 9.99 µM. actives 0.35% (n = 380,000). AID 720647;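 active = drop in luminescence signal, shown as inhibition above about 50% in the replicate tests, limit read from the data, passing the limit was not always enough; inconclusive = probably only some replicates passing the limit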;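 note: agonist challenge used bursicon conditioned medium at about half maximal strength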
EWS-Fli block: blocks EWS/Fli oncoprotein-driven transcription. actives 0.67% (n = 350,000). inhibition, % at 12.6 µM. A673 NR0B1-luciferase reporter, viability-normalised;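 active = mean inhibition of at least 50% after viability correction, with every replicate also passing that limit; inconclusive = mean reaches 50% but only one of two replicates passes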;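 note: firefly luciferase signal divided by Alamar Blue viability fluorescence both relative to DMSO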
Starred values were filed as active, the others as inactive; ? = inconclusive; / = no result given; & = joins results of further samples.

SMILES	PAX8 inh HTS	ARNT TACC3 PPI	Casp6 inh	SIRT5 block	DENV2 CPE	LGR2 antag	EWS-Fli block
CCC(=O)N(C)C[C@@H]1Oc2ncc(C#C[C@H](C)O)cc2C(=O)N([C@H](C)CO)C[C@@H]1C	-11	-10	0	-3	?	-3	-10
CCc1ccccc1NC(=O)CNC(=O)c1ccc(-n2cncn2)c([N+](=O)[O-])c1	-5	/	-2	1	-8	0	10
C=CCC[C@@H](Cc1ccc(F)cc1)C(=O)OC[C@@H](Cc1c[nH]c2ccccc12)NC(=O)[C@@H](CC=C)CC(=O)N[C@H](CO)Cc1ccccc1	33	-3	-3	0	12	-10	-2
CC(C)NC(=O)Nc1ccc2c(c1)C(=O)N([C@@H](C)CO)C[C@@H](C)[C@@H](CN(C)S(=O)(=O)c1ccc(F)cc1)O2	15	5&-1	0&0	-5&-11	3	3&-4	-3&-1
C[C@H]1CN([C@@H](C)CO)C(=O)c2cccc(NC(=O)C3CCCCC3)c2O[C@@H]1CN(C)C(=O)Nc1ccccc1	0	7	0	-2	0	22	-2
Cc1ccc(C2=C(c3ccc([N+](=O)[O-])cc3)C(=O)OC2)cc1C	-1	6	7	0	-12	-10	6
Cc1ccc(S(=O)(=O)NC(N)=NCCc2ccc(Cl)cc2)cc1	-23	8	/	/	/	12	/
COc1ccc(NC(=O)Nc2ccc3c(c2)[C@H]2C[C@H](CC(=O)NCc4ccccn4)O[C@H](CO)[C@H]2O3)cc1	-3	-1	-2	3	-1	-8	3
CCCS(=O)(=O)N1CCC(CCOc2ccccc2)(C(=O)OCC)CC1	9	-4	-1	-2	-4	6	-2
CC(=O)N1CC2(C1)[C@H](c1ccc(-c3ccc(C#N)cc3)cc1)[C@@H](CO)N2C(=O)C1CC1	/	/	0	-1	84*	11	3
O=C(C1CCOCC1)N1CC[C@@H]2[C@H]1c1cc(Br)ccc1N[C@@H]2CO	-9	5	-4	6	-2	-6	-7
COc1cc(OC)c(OC)cc1CN1CCN(Cc2ccco2)CC1	0	/	-4	-6	3	6	6
CC(=O)N1CCN(c2c(F)c(F)c(C(F)(F)F)c(F)c2F)CC1	18	-8	-3	1	13	-2	-4
COc1cccc(C(=O)N(C)CC2CCN(CCc3cccc(C(F)(F)F)c3)CC2)c1	21	2	0	0	9	4	11
C[C@H]1CN([C@@H](C)CO)C(=O)c2cccc(NC(=O)CCCCCC(=O)Nc3ccccc3N)c2O[C@H]1CN(C)S(=O)(=O)c1ccccc1	1	/	0	-6	-8	11	4
O=C(Nc1ccccc1)N1CC(=O)N2[C@H](C1)[C@@H](c1ccc(C#Cc3cccnc3)cc1)[C@@H]2CO	-51	/	-1	-4	-1	10	-1
CON(C)S(=O)(=O)c1ccc2c(c1)N(Cc1ccc(C)cc1)C(=O)C1CCCN21 (configuration not stated)	5	-6	0	9	6	/	6
CN1CCN([C@H]2CS(=O)(=O)N[C@@H]2COCc2ccccc2)CC1	11	/	-10	1	-1	4	-5
C[C@@H]1CN([C@H](C)CO)C(=O)c2cccc(NC(=O)c3nc4ccccc4s3)c2O[C@H]1CN(C)Cc1ccccc1	-1	/	/	/	/	8	1
S=C(c1cccs1)N1CCN(c2ccccc2)CC1	9	3	-3	-2	-2	-1	-2
O=C1NN=C(c2ccc(Br)cc2)CC1c1ccc(Cl)cc1 (configuration not stated)	-4	1	3	-4	0	-3	-2
OCCC1CN(Cc2cccn2-c2cccnc2)CCN1Cc1ccccc1 (configuration not stated)	24	2	-3	1	2	16	-6
COCC(=O)NC[C@H]1[C@H](c2ccccc2)[C@H](CO)N1C(=O)c1ccccc1	0	-2	/	5	-13	6	-7
Cc1ccc(NC(=O)CN2C(=O)S/C(=C\c3cc(C)n(-c4ccc(C(=O)O)cc4)c3C)C2=O)cc1	10	/	8	5	-5	-9	-7
C[C@@H](NC(=O)[C@H]1[C@H](CO)[C@H]2Cn3c(cccc3=O)[C@H]2N1C(=O)C1CC1)c1ccccc1	-4	0	1	1	-2	-7	-5
COC(=O)C1CCN(C2=C(NS(=O)(=O)c3ccc(Cl)cc3)C(=O)c3ccccc3C2=O)CC1	-13	27	9	/	5	-28	-3
CC12CCC(C(=O)NNc3ccc([N+](=O)[O-])cc3)(CC1=O)C2(C)C (configuration not stated)	8	/	1	2	-8	-1	4
COc1ccc2c3c(n(C)c2c1)[C@@H](CO)NCC31CN(Cc2cc(-c3ccccc3)on2)C1	/	/	/	/	10	-5	-1
C[C@H]1CCCCO[C@@H](CN(C)S(=O)(=O)c2ccc(Cl)cc2)[C@@H](C)CN([C@@H](C)CO)C(=O)c2cc(NS(=O)(=O)c3ccc(Cl)cc3)ccc2O1	57	-8	/	/	-18	13	9
O=C(CCCN1C(=O)C(c2ccccc2)Oc2cccnc21)NCc1ccc(F)cc1 (configuration not stated)	3	-5	-5	-1	0	6	-5
COc1ccccc1CC(=O)NCc1nn(-c2ccccc2)nc1C	2	-13	-2	-4	-2	10	10
COc1ccc2oc3c(ccc[n+]3C)c(=O)c2c1	12	/	4	0	3	8	3
COc1ccc(NC(=O)Nc2cccc3c2O[C@H](CN(C)Cc2ccccc2)[C@@H](C)CN([C@H](C)CO)C3=O)cc1	/	2	/	-1	5	11	-8
C[C@@H]1CN([C@H](C)CO)S(=O)(=O)c2ccc(C#Cc3cccc(F)c3)cc2O[C@@H]1CN(C)S(=O)(=O)c1cn(C)cn1	/	5	0	6	11	13	-2
COc1cc2cc(CN(Cc3cccs3)C(=S)Nc3ccccc3)c(=O)[nH]c2cc1OC	22	-7	/	/	/	-6	/
CN(C)/C=C1\NC(=S)N(c2ccccc2)C1=O	9	-9	0	10	4	/	8
Cc1sc2ncnc(N3CCC(C(=O)N(C)CC(=O)Nc4ccccc4Cl)CC3)c2c1C	30	/	-203	-3	7	12	/
CN(Cc1ccccc1)C(=O)c1cc(=O)[nH]c2ccccc12	4	-5	1	0	-5	1	9
CCC(=O)Nc1ccc2c(c1)C(=O)N(C)C[C@@H](OC)[C@H](C)CN(C(=O)c1cnccn1)[C@@H](C)CO2	-9	-8	-1	0	-2	14	-2
Cc1noc(C)c1S(=O)(=O)N(C)C[C@H]1Oc2ccc(NC(=O)Nc3ccc4c(c3)OCO4)cc2CC(=O)N([C@@H](C)CO)C[C@H]1C	13	/	-1	0	-1	3	-4
CC(=O)N1CCc2cc(S(=O)(=O)CCC(=O)N3CCN(c4cc(C)ccc4C)CC3)ccc21	15	-4	5	1	2	-2	/
CC(CC(=O)O)CC(=O)Nc1cc(C(F)(F)F)cc(C(F)(F)F)c1 (configuration not stated)	0	-4	1	-1	9	-10	6
COc1ccc(S(=O)(=O)NCC(c2ccc(C)cc2)N2CCN(C)CC2)cc1 (configuration not stated)	5	-11	1	0	4	3	-3
Cc1cccc(C)c1NC(=O)CNC(=O)CNC(=O)c1ccc2ccccc2c1	-6	/	1	2	0	-6	-1
O=C(CCN1C(=O)S/C(=C\c2ccc(F)cc2)C1=O)Nc1ccc(O)cc1C(=O)O	-7	0	-3	3	-1	2	-8
O=C([C@@H]1[C@@H](CO)[C@@H]2Cn3c(cccc3=O)[C@H]1N2C(=O)c1ccccc1)N1CCCCC1	-20	-10	-1	1	4	6	2
Cc1noc(C)c1NC(=O)Nc1ccc2c(c1)CC(=O)N([C@@H](C)CO)C[C@H](C)[C@H](CN(C)S(=O)(=O)c1c(C)noc1C)O2	-1	-4	-2	/	-1	-3	-2
O=S(=O)(c1ccc(F)cc1)N1CCCN(c2nccc(C(F)(F)F)n2)CC1	2	-2	1	5	4	/	-7

Four entries out of the list, sorted by count of non-hydrogen atoms, rising.
SMILES	PAX8 inh HTS	ARNT TACC3 PPI	Casp6 inh	SIRT5 block	DENV2 CPE	LGR2 antag	EWS-Fli block
O=C([C@@H]1[C@@H](CO)[C@@H]2Cn3c(cccc3=O)[C@H]1N2C(=O)c1ccccc1)N1CCCCC1	-20	-10	-1	1	4	6	2
Cc1sc2ncnc(N3CCC(C(=O)N(C)CC(=O)Nc4ccccc4Cl)CC3)c2c1C	30	/	-203	-3	7	12	/
CCC(=O)Nc1ccc2c(c1)C(=O)N(C)C[C@@H](OC)[C@H](C)CN(C(=O)c1cnccn1)[C@@H](C)CO2	-9	-8	-1	0	-2	14	-2
Cc1noc(C)c1NC(=O)Nc1ccc2c(c1)CC(=O)N([C@@H](C)CO)C[C@H](C)[C@H](CN(C)S(=O)(=O)c1c(C)noc1C)O2	-1	-4	-2	/	-1	-3	-2

Following part:
SMILES	PAX8 inh HTS	ARNT TACC3 PPI	Casp6 inh	SIRT5 block	DENV2 CPE	LGR2 antag	EWS-Fli block
O=C(O)c1ccc(Cl)c(S(=O)(=O)N2CCCCCC2)c1	/	0	1	1	10	-2	6
O=S(=O)(NCc1ccc2c(c1)OCO2)c1cccc(F)c1	3	3	0	13	-3	-1	16
O=C(NNc1ccc(Cl)nn1)c1ccc(Cl)cc1	-12	-12	0	-7	2	2	11
Cc1noc(C)c1NC(=O)Nc1ccc2c(c1)CC(=O)N([C@@H](C)CO)C[C@H](C)[C@@H](CN(C)S(=O)(=O)c1ccc(F)cc1)O2	10	-15	1	-7	2	-5	-27
CCn1c(C)c(C)c2cc(C(=O)N3CCCC3)ccc21	-66	4	-3	-4	0	-2	/
COc1ccc(S(=O)(=O)N(C)C[C@@H]2Oc3c(NS(=O)(=O)c4ccc(F)cc4)cccc3C(=O)N([C@H](C)CO)C[C@H]2C)cc1	1	9	/	/	5	-10	1
O=C(NC1CCCC1)[C@H]1[C@H](CO)[C@H]2Cn3c(ccc(-c4cccnc4)c3=O)[C@H]2N1CCc1ccccc1	7	/	/	/	/	1	0
Cc1noc(C)c1NC(=O)N(C)C[C@@H]1Oc2ccc(NC(=O)Nc3ccccc3)cc2C(=O)N([C@H](C)CO)C[C@@H]1C	-53	1	-1	-5	?	4	-14
Brc1ccccc1C1CC(c2ccccc2)=Nc2ccccc2N1 (configuration not stated)	-71	-2	0	-1	-10	-26	-58
c1coc(C2OCC3(CO2)COC(c2ccco2)OC3)c1 (configuration not stated)	-13	-11	4	1	3	1	-3
CC(C)NC(=O)N(C)C[C@H]1Oc2cc(C#Cc3cccc(F)c3)ccc2S(=O)(=O)N([C@H](C)CO)C[C@@H]1C	/	3	0	-3	?	4	5
CCN(CC(=O)NCc1ccncc1)S(=O)(=O)c1cc(Cl)ccc1Cl	1	-4	-1	-2	-1	1	-14
Cn1c(SCC(=O)c2c(N)n(C)c(=O)n(C)c2=O)nnc1-c1ccccc1F	16	-4	4	-3	-10	9	-34
C=CCOCCN1C(=O)C2C(c3ccccc3)C=CC(c3ccccc3)C2C1=O (configuration not stated)	23	/	2	3	/	/	/
CCOC1=C2[C@@H](CN(S(=O)(=O)c3ccccc3)[C@H]2c2ccccc2)[C@H]2C(=O)N(c3ccccc3)C(=O)[C@H]2C1	-7	/	0	-1	3	4	-4
COc1ccccc1-c1cn(CC[C@H]2CC[C@@H](NC(=O)C3CCCC3)[C@H](CO)O2)nn1	/	/	2	-2	1	-7	-1
COc1ccccc1NC(=O)Cn1nnc(C(=O)NCc2cccs2)c1N	33	-10	-2	-2	6	-5	50
C[C@@H]1CN([C@H](C)CO)C(=O)Cc2cc(NC(=O)C3CC3)ccc2O[C@H]1CN(C)S(C)(=O)=O	2	-19	-4	10	-8	-1	1
CCOc1ccc(C2NC(=O)c3sc(=S)n(-c4ccccc4)c3N2)cc1 (configuration not stated)	-10	1	3	-1	6	/	6
COc1ccc(C(=O)O)cc1S(=O)(=O)NC(C)C12CC3CC(CC(C3)C1)C2 (configuration not stated)	-1	7	-5	-3	4	-7	4
COc1ccc(NC(=O)COC(=O)c2cccc(S(=O)(=O)N3CCCCC3)c2)c(OC)c1	10	/	3	-6	4	-3	6
Cn1c(N)c(C(=O)COC(=O)CN2C(=O)c3ccccc3C2=O)c(=O)n(C)c1=O	-22	/	0	-5	-10	-15	-1
O=C(/C=C/c1ccccc1)NCCc1ccc2c(c1)OCCO2	69*	-4	-2	0	59*	-7	-4
C[C@@H]1CN([C@@H](C)CO)C(=O)c2cccc(NC(=O)C3CCOCC3)c2O[C@@H]1CN(C)S(=O)(=O)c1ccc(Cl)cc1	-3	5	1	-2	-8	0	-2

No enrichment for hits; about 4.9% have a hit in one of these screens.
